Growth percent in the NCI-60 one-dose screen (48 h, 10 µM unless noted): 100 = growth as untreated, 0 = no growth, -100 = all killed.
EKVX = EKVX NSCLC; 3% of 71,000 active; AID 1794765
RPMI-8226 = RPMI-8226 leukemia cells; 7.5% of 77,000 active; AID 1794781
MDA-MB-435 = MDA-MB-435 melanoma | 7.8% of 82,000 active
HOP-62 = HOP-62 NSCLC | 3.9% of 80,000 active | AID 1794735
M14 = M14 melanoma; 6.2% of 80,000 active
CCRF-CEM = CCRF-CEM leukemia; 7% of 77,000 active
A549/ATCC = A549/ATCC NSCLC | AID 1794740 | 3.7% of 81,000 active
HOP-92 = HOP-92 NSCLC cells | 6.3% of 71,000 active | AID 1794738
* marks the source's active call; other numbers are inactive results; x = no result given; & = joins results of further samples; [ ] = dose if it differs, or a comment. Rule for the calls: active = growth percent below 10; inactive = the rest.

Order of values – EKVX	RPMI-8226	MDA-MB-435	HOP-62	M14	CCRF-CEM	A549/ATCC	HOP-92
1: CC(C)CCC[C@@H](C)[C@H]1CC[C@H]2[C@@H]3CC=C4c5sc(Nc6ncccn6)nc5CC[C@]4(C)[C@H]3CC[C@]12C
  106	111	99	83	107	103	103	94
2: COc1cc(-c2csc(NC(=O)c3cccc(Cl)n3)n2)cc(OC)c1OC
  93	93	101	110	99	98	93	64
3: CCCCn1c(=O)c(C2=NC(c3ccc(Cl)cc3)=C2)cc2cc(Cl)ccc21
  94	x	98	71	102	94	78	83
4: CCOC1(C)C(=O)C(C)(C)C1(C)Cl (stereo not drawn)
  x	101	107	112	104	90	106	114
5: CCOC(=O)C1CCN(c2ccc(N3C[C@@H](CNCc4ccc(C(=N)N)cc4)OC3=O)cc2)CC1
  99	96	104	98	95	99	104	91
6: CCCCC(CC)CCC(OC(=O)CSC#N)C(C)CC (stereo not drawn)
  97	101	92	105	101	94	99	x
7: Clc1ccc2c(N/N=C/c3c[nH]c4ccc(Br)cc34)ccnc2c1
  -93*	-42*	-77*	-59*	-46*	-7.0*	1.7*	-69*
8: NC(=O)C(CCCCN1CCCCC1)(c1ccccc1)c1ccccc1
  109	108	106	97	105	98	98	101
9: Cc1cc2ccccc2nc1-c1ccccc1F
  107	101	111	95	108	97	92	x
10: CCN(CC)CC(C)(C)C(=O)/C=C/c1ccc(Cl)c(Cl)c1
  28	2.2*	1.8*	46	-43*	5.9*	33	-3.6*
11: N#CC1(C#N)C(/C=N/Nc2ccccc2)C(c2ccccc2)C1(C#N)C#N (stereo not drawn)
  59	46	47	58	25	42	42	73
12: CC(C)C[C@H](NC(=O)[C@H](CC(C)C)n1ccc2c(ccn2C)c1=O)B(O)O
  x	99	37	100	84	23	97	114
13: COc1c(O[C@@H]2OC(CO)[C@H](O)[C@H](O)C2O)cc2oc3cc(O)c(CC=C(C)C)c(O)c3c(=O)c2c1CC=C(C)C (stereo partly drawn)
  94	96	94	79	86	93	97	81
14: O=C1N=C(C=c2ccc(=Cc3[nH]c(=O)[nH]c3O)cc2)C(=O)N1
  111	82	109	108	110	103	103	91
15: O=C(Nc1ccc(F)cc1F)c1cc(Cl)ccc1O
  34	1.5*	4.6*	3.1*	19	15	6.4*	-20*
16: Cc1c(C)[n+](=O)c(C)c(C)n1[O-]
  131	116	128	109	105	102	113	104
17: CC(C)CCOC(OCCC(C)C)OCCC(C)C
  x	102	118	91	100	100	96	105
18: Brc1ccc(-c2cn3ccnc3c(-c3ccc(Br)cc3)n2)cc1
  x	58	3.1*	33	20	45	32	56
19: Cn1c(O)c(C(=NCCN)c2ccccc2)c(=O)n(C)c1=O
  99	109	95	94	93	117	103	112
20: CC1CCCCC1(O)Cc1ccccc1 (stereo not drawn)
  105	104	108	105	96	103	90	96
21: CCOC(=O)c1[nH]c2c(c1C)-c1[nH]c(=O)c(S(=O)(=O)c3ccccc3)cc1SC2
  8.4*[100 µM]	33[100 µM]	24[100 µM]	34[100 µM]	52[100 µM]	52[100 µM]	44[100 µM]	-27*[100 µM]
22: O=C(/C=C/c1ccco1)c1ccc2ccccc2c1
  98	79&95	108&105	107	101&96	81&66	106&104	96
23: NC1=NN=C(c2ccccc2)C(c2ccccc2)S1 (stereo not drawn)
  124	x	131	85	103	100	109	100
24: Cc1ccc(N=CNN=C(N)N)cc1
  117	99	112	102	103	101	100	109
25: O=C(Cn1cc(CSc2nnc3oc4ccccc4n23)nn1)Nc1ccccc1O
  85	68	93	70	89	25	93	41
26: CCCCC/C=C\C/C=C/CCCCCCCC1=NC(CC)(CO)CO1 (stereo not drawn)
  x	83	103	86	101	x	92	64
27: CC(C)(O)C#CC#CC(C)(C)O
  100	92	103	x	107	99	92	x
28: O=C(Nc1cccc(C2=NCCN2)c1)Nc1cccc(C2=NCCN2)c1
  169	110&91	134&105	106&103	98&104	106&88	98&89	83&95
29: COc1ccc(OC)c(Nc2nnc(-c3cc(OC)c(OC)c(OC)c3)o2)c1
  100	95	102	95	101	121	101	107
30: N#CC1=C(N)OC(c2ccc([N+](=O)[O-])cc2)C1(C#N)C#N (stereo not drawn)
  95	102	106	110	116	84	96	40

Looked up above:
cpd 26 @ A549/ATCC: 92
cpd 29 @ CCRF-CEM: 121
cpd 28 @ HOP-62: 106&103
cpd 23 @ HOP-92: 100
cpd 25 @ MDA-MB-435: 93

(next part)
Order of values – EKVX	RPMI-8226	MDA-MB-435	HOP-62	M14	CCRF-CEM	A549/ATCC	HOP-92
31: COc1ccccc1Cn1cc2c(c1-c1ccccc1)CCc1cnoc1-2
  46	39	-21*	35	34	30	47	53
32: O=C1c2ccccc2C(=O)N1/N=C/c1ccc(Cl)c(Cl)c1
  x	106	94	105	104	99	95	x
33: CCCS(=O)(=O)Oc1ccc2c3c(c(=O)oc2c1)CCCCCC3
  x	34	93	79	83	86	72	56
34: O=c1[nH]n(C(=S)N/N=C/c2ccc(F)cc2)c(=O)c2ccccc12
  88	-23*	85	80	78	13	82	77
35: CCOC(=O)O[C@]1(C(=O)COC(=O)CC)CCC2C3CCC4=CC(=O)C=C[C@]4(C)C3[C@@H](O)C[C@@]21C (stereo partly drawn)
  86	61	100	110	97	57	62	x
36: O[C@H]1CO[C@H]2[C@@H]1OC[C@@H]2Oc1ccc(Nc2ccnc(Nc3ccc(O[C@H]4CO[C@H]5[C@@H]4OC[C@@H]5O)c(Cl)c3)n2)cc1Cl
  25	x	23	-29*	x	7.4*	22	-20*
37: COc1ccc(-c2nc3ccc(-c4nnc(SCC(=O)Nc5ccc(C(=O)/C=C/c6ccccc6)cc5)o4)cc3[nH]2)cc1OC
  104	64	106	101	108	88	102	98
38: S=C(/N=C1\NN=C(c2ccc(Cl)cc2)CS1)Nc1ccccc1
  105	x	104	75	102	95	96	100
39: CC(=O)Oc1ccccc1C(=O)Nc1ccc(C(=O)/C=C/c2ccncc2)cc1
  72	-26*	18	91	30	10	56	66
40: O=C1C(Cl)=C(NCCN2CCOCC2)C(=O)c2ncccc21
  -79*	20	102	-63*	-86*	5.2*	-54*	73
41: O=C(O)/C=C/c1ccco1
  96&109	110&110	99&111	109&103	110&114	123	102&93	109&89
42: CCOC(=O)C1=C(C)NC(C)=C(C(=O)OCC(C)C)C1c1cccc(C#N)c1 (stereo not drawn)
  70	90	95	97	107	91	90	81
43: CCSc1ncc(CO)c(N)n1
  108	x	103	101	101	106	95	x
44: COc1ccccc1/C=N/NC(N)=O
  x	105	107	103	102	106	100	94
45: CCC1CCC(CC)C1O (stereo not drawn)
  111	x	106	97	103	99	93	89
46: ICCC(c1ccccc1)(c1ccccc1)c1ccccc1
  88	20	36	56	-76*	32	60	41
47: Clc1ccc(CNc2ccccn2)cc1
  x	102	93	91	111	100	94	78
48: O=C1Nc2ccc(F)cc2/C1=C/c1nc(-c2ccc(F)cc2)n2ccccc12
  104	117	85	96	83	103	104	x
49: Cc1[nH]c(=S)nc(N)c1N
  104	116	108	89	102	103	90	100
50: O=C(/C=C/c1ccccc1)c1ccc(O)c(CN2CCN(c3cc4c(cc3F)c(=O)c(C(=O)O)cn4C3CC3)CC2)c1
  43	-7.8*	19	25	28	18	18	-5.6*

Whole records from above:
Profile of CC(C)CCC[C@@H](C)[C@H]1CC[C@H]2[C@@H]3CC=C4c5sc(Nc6ncccn6)nc5CC[C@]4(C)[C@H]3CC[C@]12C = EKVX = 106; RPMI-8226 = 111; MDA-MB-435 = 99; HOP-62 = 83; M14 = 107; CCRF-CEM = 103; A549/ATCC = 103; HOP-92 = 94
Profile of Cc1ccc(N=CNN=C(N)N)cc1 = EKVX = 117; RPMI-8226 = 99; MDA-MB-435 = 112; HOP-62 = 102; M14 = 103; CCRF-CEM = 101; A549/ATCC = 100; HOP-92 = 109
Profile of COc1ccc(-c2nc3ccc(-c4nnc(SCC(=O)Nc5ccc(C(=O)/C=C/c6ccccc6)cc5)o4)cc3[nH]2)cc1OC = EKVX = 104; RPMI-8226 = 64; MDA-MB-435 = 106; HOP-62 = 101; M14 = 108; CCRF-CEM = 88; A549/ATCC = 102; HOP-92 = 98

Carrying on.
Order of values – EKVX	RPMI-8226	MDA-MB-435	HOP-62	M14	CCRF-CEM	A549/ATCC	HOP-92
51: COC(=O)C(N)Cc1ccc(O)cc1 (stereo not drawn)
  112	x	107	101	99	86	95	103
52: CSc1nc2nc(-c3cc4ccccc4[nH]c3=O)[nH]c2c(=O)[nH]1
  97	89	101	99	99	104	108	87
53: CCCCCCCCCCCCCCCC(=O)OCC(O)[C@H]1OC(=O)C(O)=C1O (stereo partly drawn)
  111	98	108	92	106	78	100	110
54: CCCCC(=O)N(CCC)CCC
  101	103	113	98	102	112	104	102
55: CCOC(=O)CCCCCCCCC(=O)Nc1ccc(-n2[nH]c(=O)cc2C)cc1
  91	101	96	x	94	94	105	89
56: CCCCCCCc1ccc(C(=O)CCN2CCOCC2)cc1
  100	x	x	100	94	85	101	96
57: O=C(O)CCC1CCC(=O)O1 (stereo not drawn)
  116	107	117	101	108	96	103	86
58: CC1(C)OC(=O)C(=Cc2cccc(C#N)c2)C(=O)O1
  91	106	98	102	101	112	115	102
59: CCN1C(=O)N(CC)C2NN3C(=O)C4(SC3=NC21)C(c1ccc([N+](=O)[O-])cc1)CN(C)C41C(=O)Nc2ccccc21 (stereo not drawn)
  93	82	95	94	100	89	86	84
60: Cc1cc2c(O)c(-c3ccc(C(C)C)cc3)c3sc(=O)oc3c2cc1C
  89	80	95	104	96	92	97	11
61: Nc1ccc2nc(N)sc2c1
  118	103	114	117	109	x	109	129
62: C=C(CC[C@@H](C)[C@H]1CC[C@@]2(C)C3=C(C[C@H](O)[C@]12C)[C@@]1(C)CC[C@@H](OC(=O)C[C@@](C)(O)CC(=O)OC)C(C)(C)[C@@H]1CC3)[C@H](C)C(=O)O
  104	85	98	115	101	71	79	96
63: CCCCCCCCCCCCOc1ccc(/C(=N\N=C(N)N)c2ccccc2)c(O)c1
  114	83	108	111	x	91	105	84
64: O=C(NCc1ccc(Cl)cc1Cl)C1CCC(=O)N1C(=O)Nc1ccc(Cl)c(Cl)c1 (stereo not drawn)
  107	92	83	97	95	89	79	87
65: Cc1cnc(SCc2ccccc2Cl)[nH]c1=O
  97	99	104	95	110	102	112	90
66: COC(=O)[C@@H](CCCCNC(=O)[C@]12CCC(C)(C)C[C@@H]1C1=CC[C@@H]3[C@@]4(C)C/C(=C/c5ccco5)C(=O)C(C)(C)[C@@H]4CC[C@@]3(C)[C@]1(C)CC2)NC(=O)[C@]12CCC(C)(C)C[C@@H]1C1=CC[C@@H]3[C@@]4(C)C/C(=C/c5ccco5)C(=O)C(C)(C)[C@@H]4CC[C@@]3(C)[C@]1(C)CC2
  105	100	94	104	107	99	100	114
67: CCCC1CCCCN1CSCC (stereo not drawn)
  120	94	113	123	108	111	97	94
68: C/C(=N\NC(=O)CSc1nc2ccccc2c(=O)n1CCc1ccc(S(N)(=O)=O)cc1)c1ccccc1
  98	48	100	85	101	52	68	x
69: CS/C(C#N)=C(\C#N)SC
  106	106	109	91	100	97	103	x
70: Nc1ccc(C(=O)Nc2ccc3cc(S(=O)(=O)O)cc(S(=O)(=O)O)c3c2)cc1
  97	97	101	84	92	85	84	98

Along the list, as entered above:
EKVX, nos. 61 to 65 → 118, 104, 114, 107, 97
RPMI-8226, nos. 61 to 65 → 103, 85, 83, 92, 99
A549/ATCC, nos. 61 to 65 → 109, 79, 105, 79, 112

Next section
Order of values – EKVX	RPMI-8226	MDA-MB-435	HOP-62	M14	CCRF-CEM	A549/ATCC	HOP-92
71: COc1ccc(C(=O)Oc2c(Cl)cc(Cl)cc2Cl)cc1
  94	102	97	96	95	116	97	102
72: C=C(C)c1nc(C#N)c(NCc2ccncc2)o1
  93	109	102	95	100	91	100	104
73: CCN(CC)Cc1cc(/C=C2\CC/C(=C\c3cc(CN(CC)CC)c(O)c(OC)c3)C2=O)cc(OC)c1O
  98	83	103	112	125	96	107	85
74: COC1=CC(=O)OC(c2ccco2)C1 (stereo not drawn)
  x	117	x	106	103	102	115	102
75: C=CC(=O)Nc1cccc(Nc2nc(SC)nc(-c3cccc([N+](=O)[O-])c3)c2C#N)c1
  53	48	53	53	45	72	7.6*	-20*

Compound activity: PubChem BioAssay, NCI

Compounds were not picked by outcome; about 13% have a hit in one of these screens.
